DNMT1 block: DNMT1 (human) enzyme inhibition; AID 588458; actives 0.83% (n = 360,000); DNMT1 molecular beacon, Hinp1I cleavage, fluorescence; inhibition (reported as % activation of signal), % at 10 µM; in the data active = inhibition above about 50%
STEP block: inhibitors of human striatal-enriched phosphatase STEP; P54829; recombinant STEP, OMFP fluorogenic substrate, fluorescence; inhibition, % at 20 µM; actives 0.25% (n = 360,000); AID 588621;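 active = inhibition at 20 µM, scaled per plate between control wells, above about 37%, limit read from the data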;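 note: 0% = DMSO with enzyme and substrate and 100% = substrate only without enzyme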
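System: STEP phosphatase, cell-free reaction; Buffer or medium: Bis-Tris pH 6.0 buffer with DTT, detergent; Incubation: 20 min at room temperature, dark; Measured by: fluorescence, 480/540 nm.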
PABP1 MLLE inh: inhibitors of microRNA-mediated deadenylation, human PABP1 MLLE binding | P11940 | GST-MLLE / FITC-PAM2 fluorescence polarization | inhibition, % at 20 µM | actives 0.36% (n = 360,000) | AID 588489; in the data active = inhibition above about 35%, passing the limit was not always enough;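 note: plate controls were DMSO wells with GST-MLLE for no effect and wells lacking GST-MLLE protein for full effect; some results filed as inactive read as strong as hits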
Target sequence (P11940 whole entry, looked up): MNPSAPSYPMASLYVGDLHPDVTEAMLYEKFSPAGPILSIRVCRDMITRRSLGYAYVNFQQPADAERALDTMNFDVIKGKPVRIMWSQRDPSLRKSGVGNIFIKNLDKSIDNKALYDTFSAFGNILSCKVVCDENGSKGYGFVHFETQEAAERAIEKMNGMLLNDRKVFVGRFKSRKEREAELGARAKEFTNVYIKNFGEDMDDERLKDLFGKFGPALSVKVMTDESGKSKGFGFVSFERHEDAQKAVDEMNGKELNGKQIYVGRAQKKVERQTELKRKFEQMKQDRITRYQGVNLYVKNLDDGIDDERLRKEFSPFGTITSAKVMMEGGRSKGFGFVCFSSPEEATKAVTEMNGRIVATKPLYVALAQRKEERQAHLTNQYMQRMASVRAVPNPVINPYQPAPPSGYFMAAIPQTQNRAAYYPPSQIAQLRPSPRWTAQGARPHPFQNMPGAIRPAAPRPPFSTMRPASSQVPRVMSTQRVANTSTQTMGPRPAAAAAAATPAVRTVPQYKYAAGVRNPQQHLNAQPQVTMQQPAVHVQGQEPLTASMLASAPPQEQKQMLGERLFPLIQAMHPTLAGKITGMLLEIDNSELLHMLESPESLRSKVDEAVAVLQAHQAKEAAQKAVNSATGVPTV
Scp1 inh: Scp-1 (human) phosphatase inhibition; Q9GZU7; Recombinant Scp1, phosphopeptide, malachite green phosphate absorbance; inhibition, % at 20 µM; actives 0.88% (n = 340,000);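 active = inhibition above about 50% at 20 µM, limit read from the data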;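 note: plate controls were DMSO wells with enzyme for no effect and wells lacking enzyme for full effect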
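assay system = SCP-1 phosphatase catalytic domain, residues 76-261 | buffer or medium = 50 mM Tris acetate pH 5.5, 0.005% Tween-20, 10 mM MgCl2 | incubation = enzyme reaction 45 min at room temperature, colour 5 min, stabilisation 30 min | signal = Phosphate-binding colour reagent, absorbance read at 630 nm | measure = % inhibition at 20 µM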
NadD block: inhibitors of Staphylococcus aureus NadD; purified NadD enzyme, colorimetric absorbance read-out; inhibition, % at 20 µM; actives 0.78% (n = 360,000); in the data active = inhibition above about 26%; note: some compounds past the cut are filed as inactive
LMPTP block: blocks human LMPTP phosphatase | P24666 | actives 0.22% (n = 360,000) | recombinant LMPTP-A, OMFP fluorogenic substrate, fluorescence intensity | AID 651560 | inhibition, % at 20 µM;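 active = compounds that cut the enzyme signal by at least half of the control window in the single-dose screen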;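 note: plate controls were DMSO wells with enzyme plus substrate for no effect and substrate without enzyme for full effect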
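Assay system: LMPTP-A phosphatase enzyme | Input: 0.625 nM enzyme | Also added: Fluorogenic phosphatase substrate OMFP at 400 µM final | Compound dosing: One test concentration per compound, 20 µM, with 3% DMSO overall | Schedule: 50 min enzyme reaction at room temperature, protected from light | Signal: Fluorescence intensity | Benchmarks: no-enzyme and uninhibited controls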
CSN inh: inhibitors of human CSN-mediated cullin deneddylation; inhibition, % at 12.5 µM; actives 0.38% (n = 360,000); Q92905; Purified CSN, SCF-Nedd8-OG deneddylation, fluorescence polarization;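 active = pattern-corrected inhibition above about 35%, with an unprinted fluorescence ratio check between 0.5 and 1.5, limit read from the data, passing the limit was not always enough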;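 note: 0% = enzyme with substrate and 100% = substrate without enzyme; some results filed as inactive read as strong as hits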
Target sequence (Q92905 whole entry, looked up, one chain of several): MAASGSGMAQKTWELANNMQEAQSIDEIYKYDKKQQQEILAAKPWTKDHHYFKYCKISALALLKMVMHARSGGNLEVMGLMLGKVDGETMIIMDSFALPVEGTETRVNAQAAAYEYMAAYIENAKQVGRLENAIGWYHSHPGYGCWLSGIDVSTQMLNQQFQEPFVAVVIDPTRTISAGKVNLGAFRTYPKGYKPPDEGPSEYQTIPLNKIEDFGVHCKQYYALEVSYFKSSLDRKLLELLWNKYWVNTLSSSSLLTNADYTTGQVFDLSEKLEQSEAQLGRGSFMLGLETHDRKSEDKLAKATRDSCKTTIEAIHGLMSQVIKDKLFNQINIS
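Test system: purified human Csn5 enzyme expressed in HEK293T cells. Amount: 0.24 nM enzyme. Reagent: SCFSkp2-Nedd8OG substrate at 10 nM final. Schedule: 90 min incubation of compound, enzyme and substrate at room temperature. Detection: fluorescence polarization. Read-out: % inhibition of substrate cleavage by Csn5.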
SUMO1-SIM PPI: modulators of human SUMO1-mediated protein-protein interactions; SUMO1 binding to a labelled peptide, TR-FRET, 1 h; actives 0.33% (n = 360,000); P63165; inhibition, % at 20 µM; AID 602429; in the data active = inhibition above about 37%
Target sequence (P63165 whole entry, looked up): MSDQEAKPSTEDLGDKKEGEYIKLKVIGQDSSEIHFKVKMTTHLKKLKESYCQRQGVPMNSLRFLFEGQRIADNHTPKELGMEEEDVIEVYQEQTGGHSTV
Tb MetRS inh: blocks T. brucei methionyl-tRNA synthetase activity. actives 0.4% (n = 360,000). purified T. brucei MetRS, ATP depletion, Kinase-Glo luminescence. AID 624268. inhibition, % at 11.9 µM;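 active = inhibition above a per-plate cutoff of the control wells' mean inhibition plus 3 SD, cut at about 5.5% in these data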;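 note: 0% = DMSO wells median and 100% = median of wells with control inhibitor compound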
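Measured by: Kinase-Glo luciferase luminescence reporting remaining unconsumed ATP. Material: purified T. brucei MetRS enzyme. Doses: 11.9 µM compound single dose, 0.9% DMSO. Medium: HEPES buffer containing pyrophosphatase, BSA, spermine, DTT. Times: 15 min preincubation, 2 h reaction, all 25 °C. Reagent: methionine, ATP and bulk E. coli tRNA.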
Rpn11 inh: Rpn11 (human) deubiquitinase inhibition; human 26S proteasome, Ub4-pepOG fluorescence polarization; 20S core pre-blocked with epoxomicin; O00487; calls only at 20 µM; actives 0.59% (n = 360,000);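 active = inhibition at 20 µM, scaled to each plate's controls, above about 33%, limit read from the data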
* = called active by the depositor; i = inactive; x = no result given; & = joins results of further samples. The order is random; overall some 3.6% were active at least once.

DNMT1 block | STEP block | PABP1 MLLE inh | Scp1 inh | NadD block | LMPTP block | CSN inh | SUMO1-SIM PPI | Tb MetRS inh | Rpn11 inh | molecule
-4 | 3 | 43* | -3 | -3 | 3.7 | 6 | -3 | -0.2 | i | CN(C1CCCCC1)S(=O)(=O)c1ccc(NC(=S)NC(=O)c2cccs2)cc1
0 | 2 | -7 | -10 | -1 | -0.5 | 1 | 2 | 0.8 | i | CCC(=O)NS(=O)(=O)c1ccc(N=NN2CCCCC2)cc1
-2 | -2 | 5 | -9 | -8 | 0.9 | -3 | 0 | -0.4 | i | Cc1ccc(C)c(S(=O)(=O)N2CCCC2CNC(=O)C(=O)NCCc2ccccc2)c1 (centres undefined)
7 | -1 | -8 | -6 | -7 | 0.8 | 0 | 4 | 0.5 | i | CCCCCCCCCCSc1n[nH]c(NC(C)=O)n1
4 | -2 | -2 | -2 | 1 | -2.1 | -4 | 4 | -0.7 | i | O=C(COC(=O)c1cccnc1Cl)NC1CCCCC1
-3 | 0 | -78 | -3 | -3 | -0.6 | 5 | -15 | -1.1 | i | CC(=O)N(C)c1ccc(N=Cc2c(O)ccc3ccccc23)cc1
1 | -5 | 3 | 2 | -3 | 1.0 | 5 | -2 | 1.3 | i | Cc1ccc(CC(NC(=O)c2ccccc2)C(=O)NCC(=O)O)cc1 (centres undefined)
3 | 0 | 0 | 2 | 3 | 0.0 | 6 | -18 | 0.2 | i | CCN(C(=O)COC(=O)/C=C/c1ccc(OC(F)F)c(OC)c1)C1CCS(=O)(=O)C1 (centres undefined)

Brought forward from above: five compounds, then new ones.
DNMT1 block | STEP block | PABP1 MLLE inh | Scp1 inh | NadD block | LMPTP block | CSN inh | SUMO1-SIM PPI | Tb MetRS inh | Rpn11 inh | molecule
7 | -1 | -8 | -6 | -7 | 0.8 | 0 | 4 | 0.5 | i | CCCCCCCCCCSc1n[nH]c(NC(C)=O)n1
4 | -2 | -2 | -2 | 1 | -2.1 | -4 | 4 | -0.7 | i | O=C(COC(=O)c1cccnc1Cl)NC1CCCCC1
-3 | 0 | -78 | -3 | -3 | -0.6 | 5 | -15 | -1.1 | i | CC(=O)N(C)c1ccc(N=Cc2c(O)ccc3ccccc23)cc1
1 | -5 | 3 | 2 | -3 | 1.0 | 5 | -2 | 1.3 | i | Cc1ccc(CC(NC(=O)c2ccccc2)C(=O)NCC(=O)O)cc1 (centres undefined)
3 | 0 | 0 | 2 | 3 | 0.0 | 6 | -18 | 0.2 | i | CCN(C(=O)COC(=O)/C=C/c1ccc(OC(F)F)c(OC)c1)C1CCS(=O)(=O)C1 (centres undefined)
1 | -3 | -2 | -1 | 3 | -1.2 | -2 | -1 | -0.3 | i | Cc1cccc(NC(=O)C(=O)NCc2ccc3c(c2)OCO3)c1C
0 | -1 | 5 | -5 | 2 | 0.6 | -2 | 1 | 0.0 | i | CCOC(=O)CSc1nc2c(sc(=S)n2-c2ccc(CC)cc2)c(=O)[nH]1
2 | 2 | -15 | -10 | 4 | -0.1 | -3 | -17 | -0.3 | i | O=C(CSc1nc2scc(-c3ccccc3)c2c(=O)[nH]1)N1CCOCC1
1 | 1 | 8 | x | -6 | -0.3 | 5 | 1 | 0.1 | i | Cc1cccc(S(=O)(=O)NC(=O)C2(C)CCN2C(=O)Cc2ccsc2)c1 (centres undefined)
1 | -1 | -3 | -3 | -7 | 0.6 | 3 | -2 | -0.9 | i | COc1ccc(S(=O)(=O)NCC2CCCN(C(=O)CNC(C)=O)C2)cc1 (centres undefined)
-1 | -1 | -14 | -8 | -2 | -3.4 | -2 | 0 | -0.3 | i | Cc1cc2c(cc1C)NC(C)CC(=O)N2 (centres undefined)
-2&-1&-1 | -1&-4&-1 | -10&-14&1 | 6&-9&11 | 2&5&8 | 1.4&0.2&0.0 | -3&3&0 | 5&5&1 | -0.7&-0.5&-1.2 | i | C[C@H](CCC(=O)NCC(=O)O)[C@H]1CC[C@H]2[C@@H]3[C@H](O)C[C@@H]4C[C@H](O)CC[C@]4(C)[C@H]3C[C@H](O)[C@]12C
1 | 3 | 6 | -13 | 7 | -2.5 | -8 | -3 | 0.1 | i | CCOc1cccc2cc(C(=O)Nc3ccccc3-c3ccccc3)c(=O)oc12
6 | -1 | 0 | -6 | 0 | -0.4 | -2 | -1 | -0.5 | i | CC(=O)Oc1c(C)c(C)c2c(c1C)CC[C@@](C)(CCC[C@H](C)CCC[C@H](C)CCCC(C)C)O2
-2 | -3 | -14 | -5 | 2 | -1.3 | 1 | -5 | -0.2 | i | CC(Sc1nnnn1-c1ccc(O)cc1)C(=O)NNC(=O)c1ccc(F)cc1 (centres undefined)
3 | 0 | -3 | -6 | -7 | -1.6 | -3 | 3 | -0.3 | i | CC1(C)CC(=O)C=C(NC2CCCCC2)C1
0 | 0 | 4 | -2 | -4 | 3.5 | 5 | -10 | 0.2 | i | COc1cc2ccccc2cc1C(=O)Nc1ccc(C)cn1
0 | -6 | 2 | 1 | -7 | 2.2 | 3 | 6 | -1.6 | i | COc1ccc(N(CC(=O)NCc2ccccc2OC)S(=O)(=O)c2ccccc2)cc1
44 | 1 | -4 | 4 | 21 | 1.8 | 1 | -1 | -1.1 | i | Cc1ccc(N=Cc2c(O)n(-c3ccc4c(c3)OCO4)c(=O)c3ccccc23)cc1
-9 | 2 | 8 | -4 | 4 | -0.2 | 1 | -1 | -0.1 | i | CCCc1[nH][nH]c(=O)c1C(c1ccc(Cl)cc1)C(C#N)C#N (centres undefined)
6 | 1 | 0 | -18 | -6 | 0.3 | -1 | -3 | -1.0 | i | O=C(Nc1ccccc1Br)c1cccc2ccccc12
3 | 1 | -22 | -2 | -8 | -1.2 | -2 | -1 | -0.3 | i | O=c1[nH]cnc2c1nc(NCc1ccccc1)n2C1O[C@@H](CO)[C@H](O)[C@@H]1O (some centres undefined)
5 | -1 | 11 | 6 | 3 | -0.4 | -9 | -1 | -1.0 | i | C#CCOC(=O)CCCC(=O)NCCCCCCCC
-3 | 1 | 6 | -11 | 0 | -0.4 | 2 | 2 | -0.5 | i | CCOC(=O)C(C)C1(O)c2ccccc2-c2ncccc21 (centres undefined)
5 | -1 | 4 | -1 | -2 | 0.9 | 3 | -2 | -1.0 | i | O=C(N/N=C/c1cccs1)C(=O)Nc1cccc(Cl)c1
-1 | 1 | -4 | 0 | -3 | 0.1 | -6 | 6 | -0.5 | i | Cc1ccc(Br)c(NS(=O)(=O)c2cccc(C(=O)N3CCNC(=O)C3)c2)c1
1 | 2 | -6 | -5 | 0 | -0.8 | 2 | -2 | -0.3 | i | CC(CC(F)(F)F)N1CCC(n2nccc2NC(=O)CCCc2ccccc2)CC1 (centres undefined)
0 | 0 | 26 | -5 | -1 | -0.7 | -2 | 0 | -0.1 | i | COc1ccc(OC)c(NC(=O)COC(=O)Cn2nnc(-c3ccccc3)n2)c1
-1 | 0 | -9 | -10 | 1 | -2.0 | 5 | 1 | 0.8 | i | CC(NC(=O)Cc1ccsc1)c1ccc(S(N)(=O)=O)cc1 (centres undefined)
-1 | 1 | 9 | -6 | 4 | -1.5 | 2 | -6 | -0.8 | i | Cc1nc2ccc(C(=O)Nc3ccccc3Cl)cc2s1
0 | -2 | -5 | -8 | -4 | 2.1 | -3 | 1 | -1.2 | i | COc1cccc(NC(=O)CN(C)CC(=O)Nc2cccc(C(F)(F)F)c2)c1
0 | -1 | -6 | -7 | 1 | -1.1 | -2 | -1 | 0.0 | i | Cc1c(Cl)cccc1N(CC(=O)N1CCCCCC1)S(C)(=O)=O
1 | -3 | 8 | -9 | -1 | 0.3 | 6 | -11 | -0.2 | i | O=C(c1ccc2c(c1)OCO2)C1CCCN(C(=O)Nc2ccc(F)cc2F)C1 (centres undefined)
4 | -1 | 20 | -3 | -5 | 0.3 | -15 | -2 | -0.8 | i | CCOC(=O)C(NCCc1ccc(F)cc1)(NC(=O)CC)C(F)(F)F (centres undefined)
1 | 1 | 3 | -8 | -6 | -0.9 | 2 | -1 | -0.2 | i | Cc1cc2c(c(CO)c1CCO)C(=O)[C@@H](C)[C@@H]2O
-2 | 2 | 3 | -7 | -2 | 0.1 | -2 | 2 | 6.8* | i | COc1ccccc1N1C(=O)c2ccccc2NC1c1ccc(O)cc1 (centres undefined)
3 | 1 | 11 | 2 | -7 | -0.4 | 2 | 2 | -0.6 | i | O=C(Nc1ccccn1)c1ccc(S(=O)(=O)N2CCCCCC2)cc1
1 | 0 | 6 | -6 | -2 | -0.9 | -6 | 10 | -0.3 | i | Cc1cccnc1NC(=O)c1ccc(S(=O)(=O)N2CCCCC2)cc1
-7 | 5 | 31 | -18 | -2 | 1.1 | -1 | -11 | -0.3 | i | O=C(CSc1ncnc2scc(-c3ccc(F)cc3)c12)c1ccc2c(c1)OCCO2
1 | -1 | 12 | 6 | -4 | -1.8 | -4 | 0 | -0.4 | i | Cc1ccc(S(=O)(=O)N2CCN(CC(O)CN3CCOCC3)CC2)cc1 (centres undefined)
-6 | -5 | -14 | -10 | 6 | 1.8 | 0 | -3 | -1.7 | i | CN1CCN(C(=O)CSc2nc(-c3cccs3)ccc2C#N)CC1
5 | -4 | 3 | 8 | -5 | 0.8 | -2 | -19 | -0.6 | i | COC(=O)c1cc(/C=C/c2ccccc2)on1
1 | -2 | -17 | -13 | -2 | -0.8 | 2 | 1 | 0.4 | i | O=C(NCC(c1cccnc1)N1CCN(c2ccccc2)CC1)C1CCCCC1 (centres undefined)
-4 | -1 | 15 | -1 | -5 | 1.3 | 1 | -26 | 0.6 | i | O=C(N/N=C/c1c[nH]c2ccccc12)c1ccc([N+](=O)[O-])cc1Cl
4 | -4 | 8 | -7 | -1 | -1.1 | -1 | -2 | -0.5 | i | C=CCOc1ccc(C=Nc2ccc(C)c(Cl)c2)c(O)c1
-7 | 4 | 4 | -2 | -10 | 1.8 | 8 | -7 | -0.7 | i | CN1CCN(c2ccc(Cl)cc2NC(=O)/C=C/c2cccc(F)c2)CC1
2 | -2 | 5 | -5 | -2 | 0.2 | 3 | -2 | -0.2 | i | CC1Oc2ccccc2N(CC(=O)NC2CCCC2)C1=O (centres undefined)

Source: PubChem BioAssay
